# From PubChem BioAssay
# Y pestis TopoI – inhibitors of Yersinia pestis topoisomerase I | Y. pestis Topo-I cleavage product accumulation, plate reader | activity, % at 10 µM | 360,000 compounds, 0.064% hits | AID 504884; in the data active = activity above about 50%, passing the limit was not always enough; inconclusive = no clear call, values can overlap the other calls; also: inactives centre near 2
# BH1578 lux ind – inducers of Vibrio cholerae quorum light production without autoinducers; V. cholerae BH1578 lux reporter, luminescence, 6 h; activation, % at 18.7 µM; 350,000 compounds, 0.16% hits; AID 588436; in the data active = activation mostly above about 9.7%, no sharp cut-off; inconclusive = no clear call, values can overlap the other calls; inactive = mostly below about 3.7%; also: not every result past the cut was called active; inactives centre near 0; reference of the scale not given here
# TcdB GH inh – TcdB glycohydrolase inhibition; P18177; inhibition, % at 9.99 µM; AID 652162; 350,000 compounds, 0.24% hits; TcdB glycohydrolase enzymatic assay, plate reader; in the data active = inhibition above about 10%
# PriA SSB inh – blocks PriA binding to SSB C-terminal tail | AlphaScreen SSBct-PriA binding, biotinylated peptide | inhibition, % at 33 µM | 430,000 compounds, 0.6% hits; in the data active = inhibition mostly above about 37%, no sharp cut-off; inactive = mostly below about 20%;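 also: plate controls were negative control peptide for no effect and reference peptide for full effect; strong numbers were not always called active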
# CCHFV vOTU inh – CCHFV vOTU protease inhibition. Pep-AMC fluorescence. inhibition, % at 11.5 µM. 370,000 compounds, 0.55% hits; in the data active = inhibition above about 30%; also: 0% = vehicle wells with enzyme and 100% = no enzyme wells
# SARS 3CLpro inh – SARS-CoV 3CLpro protease inhibition; P0C6X7; recombinant SARS-CoV 3CLpro, quenched FRET peptide cleavage; inhibition, % at 6 µM; 290,000 compounds, 0.14% hits; in the data active = inhibition above about 12%
# Anthrax LF inh2 – blocks Bacillus anthracis lethal factor protease | P15917 | multiplex microsphere protease cleavage assay, LF | inhibition, % at 10 µM | 360,000 compounds, 0.12% hits | AID 588501; also: plate controls were buffer without enzyme for full effect and enzyme alone for no effect
# Target sequence (P15917 whole entry, looked up): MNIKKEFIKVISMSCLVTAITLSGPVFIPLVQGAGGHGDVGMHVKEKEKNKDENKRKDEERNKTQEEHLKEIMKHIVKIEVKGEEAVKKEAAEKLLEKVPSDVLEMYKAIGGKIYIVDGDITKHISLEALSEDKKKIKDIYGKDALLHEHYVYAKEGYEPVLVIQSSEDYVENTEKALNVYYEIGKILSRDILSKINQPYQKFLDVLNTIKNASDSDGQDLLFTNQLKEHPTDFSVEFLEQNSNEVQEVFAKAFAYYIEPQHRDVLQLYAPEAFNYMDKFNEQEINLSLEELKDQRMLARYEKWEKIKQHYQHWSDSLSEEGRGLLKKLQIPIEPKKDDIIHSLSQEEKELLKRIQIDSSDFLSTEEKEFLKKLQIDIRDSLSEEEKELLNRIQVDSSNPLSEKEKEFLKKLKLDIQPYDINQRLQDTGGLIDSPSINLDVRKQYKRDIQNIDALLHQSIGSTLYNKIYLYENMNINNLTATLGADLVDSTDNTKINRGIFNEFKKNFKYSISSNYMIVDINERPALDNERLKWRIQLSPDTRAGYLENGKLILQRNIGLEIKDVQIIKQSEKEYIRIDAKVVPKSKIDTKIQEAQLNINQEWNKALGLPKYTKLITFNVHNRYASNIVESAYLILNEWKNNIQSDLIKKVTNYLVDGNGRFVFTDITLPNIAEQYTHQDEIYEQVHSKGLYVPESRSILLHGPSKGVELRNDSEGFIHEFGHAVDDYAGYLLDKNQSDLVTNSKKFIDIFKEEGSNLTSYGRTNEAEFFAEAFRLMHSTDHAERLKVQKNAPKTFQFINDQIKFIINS
# DUSP3 inh – DUSP3 (human) phosphatase inhibition; inhibition, % at 13.3 µM; AID 1654; recombinant VHR phosphatase, pNPP absorbance; P51452; 290,000 compounds, 0.52% hits; in the data active = inhibition above about 50%; also: some compounds called inactive have numbers as strong as hits
# Target sequence (P51452 whole entry, looked up): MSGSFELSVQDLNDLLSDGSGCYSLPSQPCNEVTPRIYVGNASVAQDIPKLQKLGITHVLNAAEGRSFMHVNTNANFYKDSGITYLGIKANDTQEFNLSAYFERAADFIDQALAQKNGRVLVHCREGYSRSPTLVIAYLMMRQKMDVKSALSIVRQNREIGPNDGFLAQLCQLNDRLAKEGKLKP
# PfHsp40 rescue – rescue of PfHsp40-mediated yeast toxicity; S. cerevisiae expressing PfHsp40, growth rescue, ATP luminescence; growth rescue, % at 12.5 µM; 340,000 compounds, 0.68% hits; AID 504582; in the data active = growth rescue above about 28%, passing the limit was not always enough; inconclusive = no clear call, values can overlap the other calls;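 also: yeast W303a lacking pdr1 and pdr3 grown in galactose medium; growth measured after three days at 30 °C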
# BoNT A protease – inhibitors of Botulinum neurotoxin A light chain protease. multiplex microsphere protease substrate cleavage, flow cytometry. inhibition, % at 10 µM. 360,000 compounds, 0.17% hits. AID 588499; also: plate controls were buffer without enzyme for full effect and enzyme alone for no effect
# * hit, by the source's call; i = inactive; ? = inconclusive; / = no result given. Rule as the data show it, unless noted: active = inhibition above about 30%; inconclusive = no clear call, values can overlap the other calls; inactive = below that. An excerpt; count on the stated rates, not on these rows.
SMILES,Y pestis TopoI,BH1578 lux ind,TcdB GH inh,PriA SSB inh,CCHFV vOTU inh,SARS 3CLpro inh,Anthrax LF inh2,DUSP3 inh,PfHsp40 rescue,BoNT A protease
Cc1ccc(-c2nnc(SCC(=O)N/N=C/c3c(C)nn(-c4ccccc4)c3C)n2-c2ccc(C)cc2)cc1,27.8,-0.3,/,/,4.5,4.6,-0.5,5.4,1.6,0.2
Cc1nn(C)cc1/C=N\NC(=O)Cc1ccc([N+](=O)[O-])cc1,1.5,-0.4,/,/,-8.1,-8.3,0.1,1.5,-0.3,-0.3
COc1ccc(S(=O)(=O)Nc2ccc(F)c(F)c2)cc1C(=O)N1CCOCC1,-4.2,0.3,2.1,-4.6,9.1,-4.0,-2.7,30.5,-0.6,-0.7
CCC(CCNC(=O)c1ccccc1)(CCNC(=O)c1ccccc1)[N+](=O)[O-],-2.3,-1.1,0.0,-5.3,2.8,/,-1.9,/,-0.3,-0.7
Cc1ccc(O)c(NC(=O)CCCC(=O)O)c1,6.5,-1.9,-3.0,-12.7,3.8,0.8,-1.8,49.4,-1.1,-0.4
COc1cc(C2/C(=C(\O)c3ccc4c(c3)OCCO4)C(=O)C(=O)N2Cc2ccco2)cc(OC)c1OC (stereo unspecified),-3.8,i,0.2,/,3.5,3.8,-5.3,-1.9,-0.6,-2.2
O=C1NC[C@H](CCCCN2CCN(CCc3ccc(O)cc3)C(=O)C2=O)N(CCC2CCCCC2)C1=O,/,/,2.9,/,1.1,/,0.2,/,/,-0.6
COc1cc(OC)c(OC)cc1CN1CCCC(C(=O)c2sccc2C)C1 (stereo unspecified),7.2,-5.6,0.4,-5.1,19.2,0.6,-7.3,-12.8,-0.1,0.2
CC(NC(=O)CN(C)CC(=O)Nc1ccc(F)c(F)c1F)c1ccccc1 (stereo unspecified),-1.9,-0.3,1.3,-13.6,4.4,1.1,-1.3,25.9,5.0,1.2
Cc1ncc(CN2CCCC(C(=O)Nc3ccc(-c4cccc(F)c4)cc3)C2)s1 (stereo unspecified),24.6,-0.3,0.0,9.1,2.6,-0.5,3.5,-1.9,0.0,0.4
CCC1(C)CC(CC(=O)O)(c2ccccc2OC)CCO1 (stereo unspecified),4.5,3.0,/,-7.4,-3.4,-3.9,-1.3,21.3,-0.5,-0.4
C=CCn1cccc(C(=O)Nc2cc(OC)c(OC)c(OC)c2)c1=O,8.9,i,0.8,-9.6,0.3,5.6,-0.8,16.6,0.1,-0.8
O=C(NNC(=O)c1cc2ccccc2cc1O)c1cccs1,-8.6,-0.9,1.0,-6.4,5.0,-1.3,-1.1,18.2,-1.8,2.0
C=CCNC1=C(Cl)C(=O)N(c2ccccc2Cl)C1=O,-5.4,-1.9,-1.1,-14.1,10.9,-1.1,-2.4,25.0,0.8,2.2
CCOC(=O)[C@]12CCC=C1N(Cc1cccc3ccccc13)C(=O)[C@H](CC(=O)NCc1cccs1)C2,/,/,0.0,/,22.4,/,-7.9,/,/,-0.7
COc1cc(S(=O)(=O)n2nc(C)cc2C)c(OC)cc1Cl,0.1,i,0.2,-6.2,-8.4,5.8,-3.4,24.0,-1.5,-1.5
CCCc1ccc(-c2cc(C(=O)NCCc3ccc(S(N)(=O)=O)cc3)c3ccccc3n2)cc1,7.0,i,/,-1.7,-8.9,0.1,-0.5,15.7,2.5,3.5
COc1ccc(Cl)cc1NC(=O)C(C)OC(=O)c1ccc(NS(=O)(=O)c2ccc3[nH]c(=O)[nH]c3c2)cc1 (stereo unspecified),-10.7,-0.2,/,1.1,13.5,2.3,-2.4,-10.1,3.7,0.7
N/C(=N\OC(=O)Nc1ccccc1)c1ncc([N+](=O)[O-])s1,-4.5,i,-0.8,/,-2.7,-0.2,-3.2,3.8,0.4,?
Cn1cc(SCC(=O)Nc2ccc3c(c2)OCCO3)c2ccccc21,11.8,-1.5,-0.2,8.5,3.1,0.8,-0.9,10.8,-0.7,-0.4
COc1cc(OC)cc(-c2nnc(SCC(=O)N3CCCc4ccccc43)o2)c1,19.5,-0.3,/,-0.8,1.6,3.4,-1.4,-13.4,1.3,-0.3
Cc1cc(-n2c(=S)sc3c(=O)n(-c4ccc(F)cc4)c(SCC(=O)O)nc32)ccc1Cl,16.6,0.8,8.4,-10.4,3.3,2.1,-0.1,9.6,4.3,-0.4
CC(C)c1onc(C(=O)N2CCCCCC2)c1[N+](=O)[O-],-4.3,-0.4,-12.5,-7.0,6.6,-1.2,0.1,2.3,-0.4,0.3
CCn1c(SCc2ccccc2)nnc1-c1cccnc1,-5.0,i,0.8,9.9,0.4,-0.1,-1.4,8.5,-1.3,-0.3
CCCCCSc1nnc(-c2ccccc2NC(C)=O)c(=O)[nH]1,-2.0,-0.4,0.3,-1.2,-3.3,1.3,5.3,16.1,/,0.4
CCC1(c2ccccc2)C(=O)N(C(=O)OC(C)(C)C)N1C(=O)OC(C)(C)C (stereo unspecified),2.3,i,0.3,7.1,-0.5,/,-6.1,/,1.4,-0.6
CC(C)C(=O)Nc1ccc(N2CCCC2)cc1,-4.7,-12.5,/,28.4,12.5,0.8,-34.2,2.0,0.4,-0.9
COc1ccc(NC(=S)N2CCCCC2c2cccnc2)cc1 (stereo unspecified),6.9,2.3,1.8,-7.9,-0.4,-0.2,-6.7,17.5,-0.2,-0.1
CCc1ccccc1OCC(=O)Nc1ccc(S(N)(=O)=O)cc1,-6.1,i,/,-10.6,5.8,7.1,-2.0,1.4,-0.4,-0.2
O=C(Nc1ccncc1)Nc1ccc(Br)cc1Cl,-4.7,-0.5,1.8,-1.7,3.0,2.8,-0.2,1.6,-1.7,-0.2
CC1CCN(C(=O)CCc2nnc3ccc(N4CCC5(CC4)OCCO5)nn23)CC1,-8.5,-0.1,-0.4,-9.5,4.9,-4.3,1.1,9.1,-0.9,3.0
O=c1[nH]c(-c2ccccc2)ncc1Oc1ccccc1,1.4,i,-0.3,-6.2,-13.3,/,-16.5,/,/,-3.9
CC(NC(=S)Nc1ccccc1Cl)C(c1ccccc1)N1CCOCC1 (stereo unspecified),-10.4,2.3,1.1,4.3,8.9,-4.3,1.8,-17.0,-2.3,-0.6
Cc1cc(C)cc(OCc2nnc(SCC(=O)c3ccc(Br)cc3)o2)c1,24.7,0.8,/,-4.2,7.0,3.2,-3.5,-11.2,0.2,-0.1
CCOc1ccc(-c2nc(CSc3nncs3)cs2)cc1OC,12.3,-6.2,/,-5.3,-3.5,-5.0,-28.1,20.8,0.1,25.4
C=CC12CN(C)C3C4COC(CC41)C1(C(=O)Nc4ccccc41)C32 (stereo unspecified),3.1,-0.5,0.3,/,-1.6,/,4.0,/,/,-0.6
CCSc1nnc(NC(=O)CSc2nccn2-c2cc(C)cc(C)c2)s1,/,/,/,-15.8,2.1,-2.1,/,18.6,/,/
COc1ccccc1NC(=O)c1c(C)nc2ccccc2c1C(=O)O,-8.3,-0.3,2.6,-2.3,7.7,1.9,-1.8,-6.7,-0.4,-0.4
CC1(C(=O)NCc2cccc(C(F)(F)F)c2)CCN1Cc1ccc(-c2ccccc2)o1 (stereo unspecified),5.3,-0.7,0.1,/,33.9*,/,-8.9,/,/,-1.0
CC(=O)Nc1ccc(NC(=O)CSc2nnnn2-c2ccc3c(c2)OCCO3)cc1,0.1,-0.3,0.6,-2.6,5.0,-2.1,-1.8,13.0,-0.5,-1.6
CC1CC(C)CN(C(=O)COC(=O)c2ccc[nH]c2=O)C1 (stereo unspecified),-6.5,25.0*,/,-8.1,4.7,1.7,3.5,-8.0,-0.2,0.1
COc1ccc(Cl)cc1N(CC(=O)Nc1ccccc1C(=O)N1CCCC1)S(C)(=O)=O,14.0,-0.1,0.6,-14.0,2.8,3.2,-3.4,57.6*,-0.8,0.8
CSC(=NC#N)N1CCN(C(=NC#N)SC)CC1,2.8,-0.3,0.8,-2.7,-6.2,1.6,-1.8,6.9,-2.2,-0.9
COc1cc(N/C(N)=N/c2nc(C)cc(C)n2)c(OC)cc1Cl,3.9,-0.8,/,/,-11.2,2.2,0.0,15.1,0.6,0.8
Cc1ccc(OC(=O)C2CCN(C(=O)c3ccccc3C)CC2)c(Br)c1,12.3,i,0.5,-1.9,17.1,/,-2.7,/,2.4,-4.2
Cn1c(-c2sc3cc(C(F)(F)F)cnc3c2-c2ccccn2)n[nH]c1=S,-9.6,i,1.2,3.6,22.3,1.2,1.2,3.9,-0.5,0.6
C=CCNC(=O)CSc1ncc2c(n1)-c1c(csc1SC)CC2,9.9,-0.4,3.3,-6.3,-141.4,2.3,/,-6.8,/,/
COc1cc(OC)c(/C=N/NC(N)=S)cc1Br,4.8,-0.3,-0.2,/,8.4,-1.4,1.3,1.5,-1.5,-1.0
CCCCCC(=O)Nc1sc(C)c(C)c1C#N,-1.9,0.0,/,-15.7,9.3,1.4,-0.3,-7.8,2.7,1.6
CCOc1ccc(N2C(=O)Nc3ccccc3C2(O)C(=O)NCc2ccco2)cc1 (stereo unspecified),2.4,-0.2,0.1,0.4,14.2,0.5,-2.7,15.5,3.6,-0.2

# Reformatted: results already given
canonical_smiles | Y pestis TopoI | BH1578 lux ind | TcdB GH inh | PriA SSB inh | CCHFV vOTU inh | SARS 3CLpro inh | Anthrax LF inh2 | DUSP3 inh | PfHsp40 rescue | BoNT A protease
COc1cc(N/C(N)=N/c2nc(C)cc(C)n2)c(OC)cc1Cl | 3.9 | -0.8 | / | / | -11.2 | 2.2 | 0.0 | 15.1 | 0.6 | 0.8
Cc1ccc(OC(=O)C2CCN(C(=O)c3ccccc3C)CC2)c(Br)c1 | 12.3 | i | 0.5 | -1.9 | 17.1 | / | -2.7 | / | 2.4 | -4.2
Cn1c(-c2sc3cc(C(F)(F)F)cnc3c2-c2ccccn2)n[nH]c1=S | -9.6 | i | 1.2 | 3.6 | 22.3 | 1.2 | 1.2 | 3.9 | -0.5 | 0.6
C=CCNC(=O)CSc1ncc2c(n1)-c1c(csc1SC)CC2 | 9.9 | -0.4 | 3.3 | -6.3 | -141.4 | 2.3 | / | -6.8 | / | /

# The list goes on.
SMILES,Y pestis TopoI,BH1578 lux ind,TcdB GH inh,PriA SSB inh,CCHFV vOTU inh,SARS 3CLpro inh,Anthrax LF inh2,DUSP3 inh,PfHsp40 rescue,BoNT A protease
C=CCOc1c(Br)cc(CNc2ccc(NC(=O)C(C)C)cc2)cc1OCC,0.7,-0.7,3.0,3.5,1.3,-4.0,3.9,18.1,-0.3,4.1
O=C1N(CN2CCC3(CC2)OCCO3)c2ccccc2C12OCCCO2,-2.0,-0.2,/,-7.7,-3.7,-1.8,-0.7,30.4,-0.4,3.0
COC(=O)[C@H](Cc1ccccc1)NS(=O)(=O)N[C@@H](Cc1ccccc1)C(=O)OC,10.2,-0.9,-6.6,-14.0,9.5,/,-1.6,/,-1.8,-0.3
CCOc1ccccc1Oc1coc2cc(OCC(=O)O)ccc2c1=O,4.3,i,0.5,-9.3,-1.5,2.9,-1.6,14.9,0.4,0.3
Cc1ccc(NC(=O)c2cc(S(=O)(=O)N3CCCC3)c[nH]2)c(C)c1,3.7,-0.1,2.3,2.7,-2.4,4.6,-6.6,9.5,0.0,-0.6
CCC1=NN(C(=O)c2ccccc2O)C(O)(c2ccccc2)C1 (stereo unspecified),-1.9,-0.6,0.0,8.6,4.5,4.5,7.3,1.3,82.6*,-3.0
CCCCN(C(=O)c1ccc2c(c1)OCCO2)c1c(N)n(CC(C)C)c(=O)[nH]c1=O,1.8,i,0.6,-2.5,-7.6,/,-1.5,/,-1.2,-1.0
Nc1nc(Br)c2c(F)cccc2c1-c1ccc(F)cc1,3.4,i,1.7,-75.6,2.7,-5.1,0.3,18.6,-2.7,2.9
Cc1noc(C)c1COc1cccc(C(=O)Nc2ccc(C#N)cc2)c1,4.9,-1.3,/,-2.1,-1.9,-1.6,-10.0,16.9,2.8,-0.6
Cc1cc(C)cc(N2C(=O)CCN(Cc3ccccc3)C2=O)c1,3.4,-0.3,0.3,3.6,8.4,-0.9,2.9,3.8,-0.2,0.0
